Screening results from PubChem.
PLCg1 inh = PLC-gamma1 enzyme inhibitors, primary screen, biochemical, fluorescence, purified enzyme; 1-phosphatidylinositol 4,5-bisphosphate phosphodiesterase gamma-1 (Homo sapiens), P19174; fluorogenic substrate; inhibition, % at 12.2 µM; 370,000 tested, 0.84% active; AID 720700, 2013; in the data active = inhibition above about 9.5%
PLC-beta3 inh = human PLC-beta3 inhibitors, primary screen, biochemical, fluorescence; Purified PLC-beta3, fluorogenic substrate; 370,000 tested, 0.18% active; inhibition, % at 12.2 µM; 1-phosphatidylinositol 4,5-bisphosphate phosphodiesterase beta-3 (Homo sapiens), Q01970; in the data active = inhibition above about 11%;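 note: 0% = median of compound wells on plate and 100% = full blocker control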
ASAP1 inh = inhibitors of human ASAP1 ArfGAP activity, primary screen, biochemical, fluorescence polarization. AID 624377, 2012. inhibition, % at 16.5 µM. 360,000 tested, 0.19% active. ASAP1-stimulated ARF1 GTP hydrolysis, GDP FP detection; in the data active = inhibition above about 25%;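 note: 0% = vehicle with enzyme and substrate and 100% = no enzyme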
SIAE inh = human SIAE inhibitors, primary screen, biochemical, fluorescence polarization, FP-Rh probe, 1536-well HTS; Sialate O-acetylesterase (Homo sapiens), Q9HAT2; SIAE FP-Rh probe binding; inhibition, % at 9.66 µM; 370,000 tested, 0.69% active;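 active = inhibition above a cutoff: mean of compounds within the control limits plus 3 SD of those, cut at about 17% in these data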;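 note: 0% = plate median of compound wells and 100% = probe without SIAE protein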
Target sequence (Q9HAT2 whole entry, looked up): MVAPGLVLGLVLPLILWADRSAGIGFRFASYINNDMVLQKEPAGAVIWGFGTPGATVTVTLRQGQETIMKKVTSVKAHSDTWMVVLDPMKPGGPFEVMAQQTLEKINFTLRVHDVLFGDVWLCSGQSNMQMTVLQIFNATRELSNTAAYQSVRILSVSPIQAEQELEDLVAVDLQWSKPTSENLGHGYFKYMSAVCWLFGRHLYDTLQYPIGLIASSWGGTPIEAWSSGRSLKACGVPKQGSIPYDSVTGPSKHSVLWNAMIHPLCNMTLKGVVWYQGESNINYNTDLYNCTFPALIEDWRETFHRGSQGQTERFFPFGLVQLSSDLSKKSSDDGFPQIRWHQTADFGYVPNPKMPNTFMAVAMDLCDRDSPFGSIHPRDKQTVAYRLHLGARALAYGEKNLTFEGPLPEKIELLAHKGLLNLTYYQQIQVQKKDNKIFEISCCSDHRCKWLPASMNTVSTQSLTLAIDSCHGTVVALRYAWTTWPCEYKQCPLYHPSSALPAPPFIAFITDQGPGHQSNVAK
ARFGAP1 inhibitor = inhibitors of rat ARFGAP1 GAP activity, primary screen, biochemical, fluorescence polarization, GDP tracer; inhibition, % at 16.5 µM; 360,000 tested, 0.26% active; AID 651572, 2012; ADP-ribosylation factor GTPase-activating protein 1 (Rattus norvegicus), Q62848; Arfgap1-stimulated ARF1 GTP hydrolysis, GDP FP detection;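 active = inhibition above a per-plate limit, mean inhibition of low control wells plus 3 SD, cut at about 25% in these data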;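 note: 0% = DMSO wells with enzyme and 100% = wells lacking Arfgap1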
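Replicates: Single well per compound | Assay system: Truncated rat Arfgap1 GAP domain | Control set: No-Arfgap1 wells (100%) versus DMSO full-reaction wells (0%) | Times: Enzyme reaction 120 min at 25 °C after 20 min preincubation | Reagent: Human ARF1(Δ1-17)-GTP substrate | Measured by: Tracer-displacement fluorescence polarization with EDTA stop, 620/688 nm | Measure: Percent inhibition of Arfgap1-stimulated GTP hydrolysis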
TDP2 inh = human TDP2 enzyme inhibitors, primary screen, biochemical, epi absorbance, recombinant enzyme; 370,000 tested, 0.34% active; inhibition, % at 12.8 µM; Tyrosyl-DNA phosphodiesterase 2 (Homo sapiens), O95551; AID 720702, 2013; T5PNP hydrolysis, p-nitrophenol absorbance 415 nm;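 active = inhibition above the mean of all tested compounds plus 3 SD, set per campaign, cut at about 25% in these data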;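 note: 0% = DMSO with enzyme and 100% = buffer with substrate but no TDP2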
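System – recombinant human TDP2 · Quantity – TDP2 enzyme at 120 nM final · Doses – single concentration, 12.8 µM nominal, with 1% DMSO · Incubation – 2 h at 37 °C · Measured by – epi absorbance of p-nitrophenol freed from T5PNP by hydrolysis · Read-out – % inhibition relative to enzyme-containing and enzyme-free wells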
DDE Tn6 FP inh = inhibitors of Tn6 peptide binding to fibrin DD(E), primary screen, biochemical, fluorescence polarization, human fibrin, Tn6 probe; Fibrinogen beta chain (Homo sapiens), P02675; Fibrin DD(E) TRITC-Tn6 fluorescence polarization displacement; inhibition, % at 8.3 µM; 370,000 tested, 0.21% active;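 active = inhibition above a per-campaign cutoff: mean of compounds within control limits plus 3 SD, cut at about 15% in these data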;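 note: 0% = median of all compound wells on the plate and 100% = blocking peptide control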
Target sequence (P02675 whole entry, looked up): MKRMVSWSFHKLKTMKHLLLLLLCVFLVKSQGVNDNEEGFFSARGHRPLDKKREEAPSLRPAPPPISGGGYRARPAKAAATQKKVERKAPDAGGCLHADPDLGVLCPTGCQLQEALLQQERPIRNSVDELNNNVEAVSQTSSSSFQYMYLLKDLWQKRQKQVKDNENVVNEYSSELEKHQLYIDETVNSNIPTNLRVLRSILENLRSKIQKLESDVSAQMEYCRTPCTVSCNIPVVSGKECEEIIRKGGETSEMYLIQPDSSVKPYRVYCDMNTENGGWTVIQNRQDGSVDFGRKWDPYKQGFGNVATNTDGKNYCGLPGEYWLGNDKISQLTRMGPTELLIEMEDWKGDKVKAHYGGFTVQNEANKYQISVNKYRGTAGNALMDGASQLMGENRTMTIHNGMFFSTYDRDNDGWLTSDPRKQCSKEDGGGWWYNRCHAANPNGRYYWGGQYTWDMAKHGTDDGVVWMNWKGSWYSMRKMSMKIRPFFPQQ
ADAM10 inh = human ADAM10 inhibitors, primary screen, biochemical, QFRET, HTS; inhibition, % at 7 µM; recombinant ADAM10, EDANS/DABCYL FRET peptide cleavage, 3 h; 370,000 tested, 0.62% active; AID 720582, 2013;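 active = inhibition above a per-campaign cutoff equal to the mean of compounds falling between control-based bounds plus 3 SD, cut at about 20% in these data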;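 note: 0% = DMSO wells while the 100% control is not disclosed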
DDE Tn7 FP inh = inhibitors of Tn7 peptide binding to fibrin DD(E), primary screen, biochemical, fluorescence polarization, human fibrin, Tn7 probe. inhibition, % at 8.3 µM. 370,000 tested, 0.13% active. FP displacement of FITC-Tn7 peptide from fibrin DD(E); 0% = median of compound wells per plate. AID 720508, 2013. Fibrinogen beta chain (Homo sapiens), P02675;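 active = inhibition above the mean of compounds falling within the control limits plus 3 SD of them, cut at about 14% in these data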;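 note: 0% = plate median of compound wells and 100% = 10 µM Aha-Tn7 peptide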
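Assay system: Human fibrin DD(E) protein | Medium: Tris buffer with calcium and detergent, pH 7.8 | Reagent: 0.1 µM fluorescent Tn7 | Compound dosing: Single point at 8.3 µM | Times: 10 min preincubation, 3 h with tracer, room temperature | Detection: Fluorescence polarization of the labelled Tn7 tracer | Controls: Aha-Tn7 high control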
ADAM17 inh = ADAM17 inhibitors, primary screen, biochemical, QFRET. recombinant ADAM17, EDANS/DABCYL FRET peptide cleavage. 370,000 tested, 0.83% active. inhibition, % at 6.95 µM. Disintegrin and metalloproteinase domain-containing protein 17 (Homo sapiens), P78536;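 active = inhibition above the mean of compounds lying between control limits plus 3 SD, set per campaign, cut at about 8.5% in these data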;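 note: 0% = DMSO-only wells as the low control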
Active calls of the source: *; i = inactive; x = not tested or not shown.

DDE Tn6 FP inh | DDE Tn7 FP inh | PLC-beta3 inh | ARFGAP1 inhibitor | ADAM10 inh | PLCg1 inh | ADAM17 inh | SIAE inh | ASAP1 inh | TDP2 inh | Structure
0 | 4 | -4 | 2 | -8 | 5 | -6 | -7 | 5 | 6 | CN(C)C(C)(C)/C=C/C(O)(c1ccccc1)c1ccccc1
-1 | 4 | 1 | x | 2 | -1 | 0 | 9 | x | 7 | COc1ccc(C2C(C(=O)N3CCC(C)CC3)CC(=O)N2c2ccc(OC)cc2)cc1 (stereo not drawn)
1 | 8 | -5 | 18 | -11 | 1 | 0 | 3 | 4 | 0 | O=C(c1ccccc1-n1cccc1)N1N=C(C(F)F)CC1(O)C(F)F (stereo not drawn)
-6 | 0 | -5 | 8 | -10 | 2 | -5 | -19 | 1 | 0 | COc1ccc(OC)c(CCNC(=O)Cn2nc(C)c3c(C)n(-c4ccc(C)cc4)nc3c2=O)c1
-4 | -3 | 1 | 2 | -3 | -1 | -2 | -2 | -1 | -2 | O=[N+]([O-])c1ccccc1OCCCN1CCc2ccccc2C1
-1 | -1 | 6 | -2 | -3 | 0 | 1 | 4 | -7 | -6 | CC(C)NC(=O)c1ccc(C2SCC(=O)N2Cc2ccccc2)cc1 (stereo not drawn)
-1 | -10 | -3 | 9 | 0 | 0 | 2 | -7 | 9 | -7 | CSc1nc(N)nc(SC2C=CCCC2)c1C#N (stereo not drawn)
-2 | -8 | -249 | x | -31 | -236 | -10 | 9 | x | -5 | Cc1cccc(-c2cccc3c4c([nH]c23)[C@@H]2C[C@H](N(C)C(=S)Nc3ccc(C#N)cc3)[C@H]([C@H](C)O)CN2CC4)c1
3 | -3 | -8 | 54* | -13 | 1 | -5 | 2 | 32* | 6 | Cc1ccc2nc(SCC(=O)Nc3cccc(F)c3)nc(=O)n2c1
-3 | 7 | 6 | 0 | -8 | 0 | -1 | 3 | -2 | 1 | CCOC(=O)N1CCC(NC(=O)CN2C(=O)CSc3nc(C)cc(C)c32)CC1
3 | 8 | -6 | -5 | -10 | -2 | -2 | -1 | 1 | -3 | COc1ccc(CCC(=O)Nc2sc(C(=O)N(C)C)c(C)c2C#N)cc1
-1 | 3 | -1 | 2 | -7 | 0 | 0 | 2 | 6 | -10 | Cc1ccc(C2=NNC(C(O)C(O)C(O)C(C)O)S2)cc1 (stereo not drawn)
-4 | -1 | -5 | 9 | 2 | 0 | -6 | -7 | -1 | 11 | CC(=O)c1c(C(C)=O)c(C)n(-c2cccc3cccnc23)c1C
-4 | 9 | -33 | -9 | -11 | -27 | 0 | 5 | 16 | -11 | CCc1nc2c(OCCC3CCCCC3)cccn2c1N(C)C(=O)COc1ccccc1
-1 | -1 | 5 | 0 | 2 | 0 | -1 | 5 | -2 | 11 | O=C(CN1CCCCC1)NCCNC(=O)CN1CCCCC1
7 | 4 | 2 | 3 | -6 | -2 | -4 | -15 | -2 | -10 | C/C(N)=C(/C#N)C(=O)CSc1cc(Cl)ccc1Cl
-8 | -3 | -103 | 3 | i | -83 | -141 | 2 | 4 | 2 | CNc1ccc(-c2ccccc2OC)cn1
-1 | 7 | -9 | -6 | -5 | 2 | 3 | -12 | 2 | 5 | O=C(NCC(c1cccs1)N1CCOCC1)c1ccc(OCc2ccccc2)cc1 (stereo not drawn)
5 | 5 | -1 | 9 | -5 | -1 | -3 | -2 | -1 | -4 | CC(C)(C)OC(=O)NNC(=S)NC1CCCCC1
2 | 9 | -9 | -4 | -3 | 3 | -4 | -1 | -4 | 6 | CC(C)Cc1ccc(C(C)/C=C2/CCC(CN3CCCCC3)C2=O)cc1 (stereo not drawn)
1 | -3 | -15 | 18 | -62 | -8 | -20 | 2 | 9 | 4 | O=C(CC1N=C2c3ccccc3N=C(SCc3ccc(F)cc3)N2C1=O)NCc1ccco1 (stereo not drawn)
1 | 1 | -5 | -2 | -8 | 4 | -6 | 12 | 15 | -3 | COc1ccc(CCC(=O)NNC(=O)c2cccs2)cc1
1 | 3 | -15 | 3 | -67 | -13 | -19 | -2 | -12 | -4 | N#CC1=C(N)C(C#N)(C#N)C(c2cccnc2)C2COCC=C12 (stereo not drawn)
15* | -2 | 1 | 10 | -5 | 2 | -2 | 1 | -9 | 1 | CCCN1CCN(C(=O)Nc2ccc(OCC)cc2)CC1
5 | -1 | -1 | 6 | -15 | -1 | -1 | 8 | 6 | 4 | Cc1nc(Nc2ccc(Cl)c(Cl)c2)sc1C(/C=C/c1ccc2c(c1)OCO2)=NNc1ccc([N+](=O)[O-])cc1[N+](=O)[O-]
1 | 2 | -1 | 1 | -1 | -2 | 0 | 0 | -16 | -7 | O=C1NCCCCC1NS(=O)(=O)c1cccc2ccccc12 (stereo not drawn)
-9 | -1 | 3 | 9 | 12 | 4 | 2 | -3 | -14 | 14 | CC(Sc1nc(-c2ccccc2)cs1)C(=O)Nc1ccc(Cl)cn1 (stereo not drawn)
1 | 2 | 0 | -12 | 7 | -2 | -3 | 7 | -14 | 1 | Cn1nnnc1Sc1ncnc2scc(-c3cccc4c3sc3ccccc34)c12
-15 | 0 | -10 | 14 | -7 | 0 | -7 | 3 | -8 | -18 | O=C1CSC(c2cccnc2)N1Cc1ccc(Cl)cc1 (stereo not drawn)
3 | -3 | -22 | 3 | 5 | -15 | -1 | 6 | -8 | -4 | CCOC(=O)c1cnc(Nc2nc3ccccc3o2)nc1CN1CCN(C)CC1
-1 | -4 | -83 | 2 | -43 | -63 | -17 | 8 | 7 | -8 | CCOc1cc(/C=N\n2nnnc2N)ccc1O
3 | 1 | -15 | -8 | -10 | -10 | -8 | 1 | 4 | -1 | C=CCn1c(-c2ccc(OC)c(OC)c2)cs/c1=N\c1ccccn1
-2 | 0 | -3 | 12 | 4 | -3 | 2 | 22* | 16 | 8 | C[C@H](CO)N1C[C@H](C)[C@@H](CN(C)S(=O)(=O)c2ccc(F)cc2)Oc2ccc(NC(=O)Nc3ccc4c(c3)OCO4)cc2C1=O
-3 | -2 | -5 | 4 | -2 | -1 | -2 | 9 | 1 | 13 | O=C(CN1CCN(C(=O)N2CCOCC2)CC1)Nc1cc(Cl)ccc1Cl
3 | 1 | -4 | -2 | -7 | -5 | 3 | 9 | -6 | -5 | CCCCN(C=O)c1c(CC)nc2c(OCCOc3ccccc3)cccn12
5 | -10 | 1 | 2 | -18 | 0 | -2 | -7 | -4 | 3 | COc1ccc(C(=O)Nc2ccc(C(=O)N3CCCC3)cc2)cc1[N+](=O)[O-]
1 | 0 | -3 | 2 | -1 | 8 | -3 | 2 | -7 | 18 | CCCCN(CCCC)CCNC(=O)CSCc1ccc(C)cc1
-3 | -5 | -84 | -3 | -47 | -52 | -9 | 8 | 5 | 6 | Cc1cc(C)c2nc(N3CCCN(C(=O)c4cnccn4)CC3)c(C#N)cc2c1
7 | 3 | -5 | 14 | -10 | -2 | -1 | 1 | 10 | -4 | COc1ccc(NS(=O)(=O)c2ccc(C(=O)N(C)Cc3ccc(C)o3)cc2)cc1
0 | -3 | -1 | 8 | -11 | 0 | -3 | 11 | 3 | 4 | COc1ccccc1NC(=O)N(C)C[C@@H]1OCc2cnnn2CCCC(=O)N([C@H](C)CO)C[C@H]1C
-4 | 2 | 1 | 0 | -3 | -1 | -4 | 3 | -3 | 10 | CC(C(=O)c1ccccc1)n1cnc2ccccc2c1=O (stereo not drawn)
-1 | -6 | -35 | 8 | 3 | -28 | 1 | 2 | 2 | -8 | C=C(C)CSc1nc(N)c(C#N)c(-c2ccc(C)cc2)c1C#N
-4 | 4 | -4 | 2 | 5 | 0 | -4 | -3 | -2 | -1 | CCN1CCN(C(=O)c2c(-c3ccccc3)noc2C)CC1
12 | -2 | -7 | 3 | -11 | 1 | 1 | 0 | -6 | 3 | CCN(c1ccccc1)S(=O)(=O)c1ccc(OC)c(NC(=O)c2c(C)noc2C)c1
-3 | -3 | -5 | -7 | 0 | 0 | 2 | 1 | 3 | -8 | C=C[C@@]1(C)CCC(/C(C)=C/C=C/C(C)(C)O)C[C@@H]1C(=C)C (stereo partly drawn)
6 | 4 | -7 | 0 | -5 | 1 | -2 | -12 | 5 | -4 | Cc1ccc(/C=N/NC(=O)c2cccnc2)s1
1 | 1 | 4 | 5 | 2 | 1 | 3 | -7 | 2 | -8 | CC1=C(C)CS(=O)N(S(=O)(=O)c2ccccc2)C1 (stereo not drawn)
-9 | 8 | -7 | 5 | -9 | -6 | -3 | 6 | 9 | 5 | CCN(CC)CCN1CCN(c2cncc(-c3cccc(N)c3)n2)CC1

Rewritten with two lines to a compound: two of the compounds above
Values run as follows: DDE Tn6 FP inh | DDE Tn7 FP inh | PLC-beta3 inh | ARFGAP1 inhibitor | ADAM10 inh | PLCg1 inh | ADAM17 inh | SIAE inh | ASAP1 inh | TDP2 inh
- CCOC(=O)c1cnc(Nc2nc3ccccc3o2)nc1CN1CCN(C)CC1
  3 | -3 | -22 | 3 | 5 | -15 | -1 | 6 | -8 | -4
- CCOc1cc(/C=N\n2nnnc2N)ccc1O
  -1 | -4 | -83 | 2 | -43 | -63 | -17 | 8 | 7 | -8

An excerpt from above, reduced to ADAM10 inh and ASAP1 inh.
Compound	ADAM10 inh	ASAP1 inh
CCN(CC)CCN1CCN(c2cncc(-c3cccc(N)c3)n2)CC1	-9	9
Cn1nnnc1Sc1ncnc2scc(-c3cccc4c3sc3ccccc34)c12	7	-14
C=CCn1c(-c2ccc(OC)c(OC)c2)cs/c1=N\c1ccccn1	-10	4

This is a random part of the collection; overall some 3.6% were active at least once.
